HCV inh – inhibitors of hepatitis C virus infection; Huh7.5.1 HCVcc-Cre infection, luciferase reporter, 44 h; 340,000 tested, 3.4% active; Potency, µM (top dose mostly 41.8 µM), for inactives: top-dose activity change, negative = inhibition, most hits filed as inhibitors; note: potency is the fitted concentration of half-maximal effect; % is set by controls: 0 for no effect and ±100 for the full control effect
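HCVcc-Cre virus at an moi near 0.5 was added right after compound to cells cultured 4 h from seeding (1,000 cells/well). Luciferase activity was determined 44 h later, 15 min after substrate addition at RT.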
FBPA Giardia inh – blocks Giardia fructose-bisphosphate aldolase activity | A8B2U2 | purified Giardia FBPA | Potency, µM (doses to about 59.6 µM), for the others: at the highest dose activity, negative = inhibition, usual class: inhibitors | 290,000 tested, 0.71% active; note: potency is the fitted concentration of half-maximal effect; % is set by controls: 0 for no effect and ±100 for the full control effect; nearly all actives have a fitted effect of over 55% in size
Target sequence (A8B2U2 whole entry, looked up): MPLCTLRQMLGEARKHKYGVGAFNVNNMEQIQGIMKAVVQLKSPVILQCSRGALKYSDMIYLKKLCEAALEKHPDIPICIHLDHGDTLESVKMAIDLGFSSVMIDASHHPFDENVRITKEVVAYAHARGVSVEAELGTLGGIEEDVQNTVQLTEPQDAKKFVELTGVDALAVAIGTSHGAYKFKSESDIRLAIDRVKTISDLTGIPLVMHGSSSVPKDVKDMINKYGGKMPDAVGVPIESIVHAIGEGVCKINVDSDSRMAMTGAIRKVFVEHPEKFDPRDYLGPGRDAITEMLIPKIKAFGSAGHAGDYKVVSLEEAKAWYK
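40 nM FBPA preincubated 10 min at RT with compound (up to 57.5 uM final), then substrate plus GAPDH/TPI/NAD/arsenate coupling and diaphorase/resazurin added. Fluorescence read after 20 min at RT, 525/598 nm.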
Shiga inhibitor – inhibitors of Shiga toxin in Vero cells | Vero cells, Shiga toxin protein synthesis inhibition reporter | inhibition, % at 38.7 µM | 290,000 tested, 9.2% active; in the data active = inhibition mostly above about 28%, no sharp cut-off; inactive = mostly below about 43%; note: 0% is about no effect
Pf growth 48h – P. falciparum growth inhibition at 48 hours (one generation); AID 504832; P. falciparum luciferase growth in erythrocytes, 48 h; Potency, µM (titrated, usually from 28.7 µM), for the others: at the highest dose activity change, negative = inhibition, actives largely listed as inhibitors; 310,000 tested, 5.9% active; note: potency is the fitted concentration of half-maximal effect; % is set by controls: 0 for no effect and ±100 for the full control effect
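Compounds are pin-transferred into medium, infected erythrocytes (2% hematocrit, 0.1% parasitemia final) are added, and plates sit one parasite generation at 37 C in 5% CO2. Detection reagent is then added and luminescence measured.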
CHX counter – affects cycloheximide protein synthesis inhibition readout, counter-screen | cell reporter, cycloheximide protein synthesis inhibition counterscreen | max response, % | 300,000 tested, 12% active | AID 2314; in the data active = max response mostly above about 13%, no sharp cut-off; inactive = mostly below about 14%; note: read at 38.3 µM for the half of the compounds with a filed dose; 0% is about no effect
Pf growth 96h – P. falciparum growth inhibition at 96 hour, primary screen for plastid delayed-death inhibitors; P. falciparum luciferase reporter growth, 96 h; Potency, µM (series often up to 28.7 µM), for the others: at the highest dose activity change, negative = inhibition, usual class: inhibitors; 320,000 tested, 6.9% active; AID 504834; note: potency is the fitted concentration of half-maximal effect; % is set by controls: 0 for no effect and ±100 for the full control effect
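96 h incubation, 37 C, 5% CO2, of luciferase-reporter P. falciparum-infected RBCs (2% hematocrit, 0.05% parasitemia final) with test compounds; endpoint luminescence.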
Active calls of the source: *; i = inactive; u = inconclusive; x = not tested or not shown; & = joins results of further samples; [ ] = another dose, or the depositor's remark. Unless noted, calls come from the whole dose curve; as a rule, active = well fitted curve in the direction sought with a large enough effect; inconclusive = small, poorly fitted or top-dose-only effect, or another doubt; inactive = no such curve, though single readings can be large; an effect the other way counts as inactive or inconclusive. Outcome played no part in choosing rows. About 24% of those tested had a hit in this group.

SMILES | HCV inh | FBPA Giardia inh | Shiga inhibitor | Pf growth 48h | CHX counter | Pf growth 96h
O=C(Nc1ccc(Cl)cc1)C1CCN(C(=O)c2cccs2)CC1 | 4% | -7% | 104* | 5% | -3 | 6%
COc1ccc(Cn2c(C)c(C)c(C#N)c2NC(=O)Nc2ccccc2)cc1 | 10% | 0% | 18 | u | -4 | 65%[activator]
Cc1ccc(NC(=O)c2cc(-c3ccco3)on2)cc1C | -6% | 1% | 99* | 332%[activator] | 38* | u
CCCN(CC(=O)Nc1ccccc1OC)Cc1c(O)ccc2ccccc12 | 3% | -14% | 13 | 10% | -4 | 28%
O=C(CCC(=O)CCN1CCCCC1)CCN1CCCCC1 | 13% | -12% | 3 | -15% | -3 | -5%
COc1ccc(N2C(=O)c3ccccc3NC2c2ccc(NC(C)=O)cc2)c(OC)c1 (stereo unspecified) | 7% | 15% | 12 | 17% | -3 | 9%
CC(C(=O)NCC1CCCO1)N(C(=O)c1snc(C(N)=O)c1N)c1cccc(F)c1 (stereo unspecified) | -3% | 1% | 11 | -16% | 1 | 5%
COc1ccccc1CNC(=O)COC(=O)c1n[nH]c2ccccc12 | u | u | 12 | x | 13 | u
CC(C)(C)NS(=O)(=O)c1ccc(CCC(=O)Nc2cc(Cl)ccc2Oc2ccccc2)cc1 | 8.9µM* | -9% | -6 | 4.1µM* | 12 | x
O=C(NCCC1CCCCN1S(=O)(=O)c1ccc(Cl)cc1)C(=O)NCc1ccco1 (stereo unspecified) | u | x | x | u | x | u
Cn1c(=S)c2[nH]c(SCCN3CCCC3)nc2n(C)c1=O | -16% | 11µM* | -23 | 12µM* | -7 | u
O=C(Cc1ccc(S(=O)(=O)N2CCOCC2)s1)NCCc1ccc(F)cc1 | 14% | x | x | u | x | -21%
Clc1ccc(CNCc2cccs2)cc1Cl | 15% | -9% | 29 | 17% | 19 | u
CCC(C)(C(=O)NC1CCCCC1)N(Cc1ccco1)C(=O)CNC(=O)c1ccccc1 (stereo unspecified) | -23% | 7% | 13 | u | 31* | 13%
CCC(=O)N(CCO)Cc1cc2ccc(C)c(C)c2[nH]c1=O | 17% | -2% | 3 | -1% | 2 | 0%
COc1ccc(CNc2nc3nc4c(c(=O)n3[nH]2)CCC4)cc1 | 1% | -9% | -6 | u | -1 | 3%
CC1CCN(C(=O)CCNC(=O)c2ccccc2Cl)CC1 | 3% | x | -19 | 1% | -4 | -19%
O=C1CN=C(c2cccs2)c2c(sc3c2CCCC3)N1 | u | 0% | -28 | -23% | -4 | 96%[activator]
O=C(C1CCN(CCCc2ccccc2)CC1)N(CCc1ccccc1)Cc1ccccc1 | u | -13% | 13 | u | -4 | -20%
CCOC(=O)C1=C(C)NC2=C(C(=O)CC(C)(C)C2)C1c1ccc(O)c(OCC)c1 (stereo unspecified) | -16% | -9% | 4 | u | 11 | -22%
CCC(=O)NC(=Nc1nc2ccccc2s1)NC(=O)CC | u | 2% | 58* | 220%[activator] | 29* | 186%[activator]
Cc1ccc(-c2nc3cc(Br)cnc3nc2-c2ccc(C)cc2)cc1 | 13µM* | -4% | 4 | u | -1 | 15µM*
O=c1cc(/N=C/c2coc3c(ccc4ccccc43)c2=O)[nH]c(=S)[nH]1 | -2% | 23% | 6 | 0% | -2 | 0%
N#Cc1cnn2c(C(F)(F)F)cc(-c3ccccc3)nc12 | -11% | 8% | -24 | 10µM* | -3 | 236%[activator]
CCOC(=O)COc1ccccc1/C=C\[N+](=O)[O-] | u | -10% | -20 | 15µM* | -11 | 107%[activator]
O=C(NCCC1=CCCCC1)C(=O)NCC1OCCCN1S(=O)(=O)c1cc(F)ccc1F (stereo unspecified) | -26% | 4% | 9 | u | 4 | 48%[activator]
COc1cc(/C=N/NC(=O)c2ccoc2C)cc(OC)c1O | -11% | -6% | 83* | 0% | 47* | 2.6µM*
O=C(NCCc1csc(-c2ccccc2)n1)c1ccco1 | -30% | -1% | 41 | u | 13 | 21%
COc1cccc(CNC(=O)Cc2csc(Nc3nc(=S)[nH]c4ccccc34)n2)c1 | u | 1% | 2 | 43%[activator] | 10 | u
CCN(CC1COc2ccccc2O1)C(=O)CN1C(=O)NC(C)(c2ccccc2)C1=O (stereo unspecified) | 6% | x | x | -29% | x | -13%

Complete entries, quoted from the list. Order of values: HCV inh	FBPA Giardia inh	Shiga inhibitor	Pf growth 48h	CHX counter	Pf growth 96h
`N#Cc1cnn2c(C(F)(F)F)cc(-c3ccccc3)nc12` in the list: -11%	8%	-24	10µM*	-3	236%[activator]
`O=C(NCCc1csc(-c2ccccc2)n1)c1ccco1` in the list: -30%	-1%	41	u	13	21%
`Cc1ccc(-c2nc3cc(Br)cnc3nc2-c2ccc(C)cc2)cc1` in the list: 13µM*	-4%	4	u	-1	15µM*
`COc1cc(/C=N/NC(=O)c2ccoc2C)cc(OC)c1O` in the list: -11%	-6%	83*	0%	47*	2.6µM*

Taken from above:
Shiga inhibitor, Cc1ccc(NC(=O)c2cc(-c3ccco3)on2)cc1C stands at 99*
FBPA Giardia inh, COc1cccc(CNC(=O)Cc2csc(Nc3nc(=S)[nH]c4ccccc34)n2)c1 stands at 1%
HCV inh, CCN(CC1COc2ccccc2O1)C(=O)CN1C(=O)NC(C)(c2ccccc2)C1=O (stereo unspecified) stands at 6%
FBPA Giardia inh, O=C1CN=C(c2cccs2)c2c(sc3c2CCCC3)N1 stands at 0%

Continued:
SMILES | HCV inh | FBPA Giardia inh | Shiga inhibitor | Pf growth 48h | CHX counter | Pf growth 96h
Cc1ccc(S(=O)(=O)N2[C@@H](c3ccc(F)cc3)C(C(=O)O)=CC[C@H]2c2ccc3c(c2)OCO3)cc1 | 9% | x | x | u | x | 12µM*
CC1CCCC(C)N1C(=O)c1ccc(CS(=O)(=O)c2ccccc2)cc1 (stereo unspecified) | -15% | x | 32 | -1% | 9 | u
O=C(Nc1ccc([N+](=O)[O-])cc1)Nc1ccc(N2CCOCC2)c2nonc12 | -16% | u | -15 | u | -10 | 0%
COc1ccccc1C1CC(=O)Oc2cc(C)c(Br)c(C)c21 (stereo unspecified) | -5% | -21%[89.2 µM] | i | x | 6 | x
Cc1ncc([N+](=O)[O-])n1Cc1ccc(F)cc1 | 18% | 5% | -4 | 8% | 7 | u
CCc1cccc(CC)c1N(COC)C(=O)Cn1cnc2ccccc21 | 22% | 19% | 58 | -25% | -3 | -12%
Cc1cc(S(=O)(=O)Nc2ccc(C(=O)NCC3(N(C)C)CCCCC3)cc2)ccc1F | -10% | x | x | u | x | 10µM*
N#Cc1c(C(F)(F)F)cc(-c2cccs2)nc1N1CCCCC1 | u | 4% | 6 | -3% | -2 | 10µM*
CC(=O)Nc1ccc(N2C(=O)CC(N3CCN(Cc4ccc5c(c4)OCO5)CC3)C2=O)cc1 (stereo unspecified) | -2% | -1% | 12 | -9% | -4 | u
CN(C)c1ccc(NC(=O)c2sc(SCC(=O)Nc3ccc(Br)cc3)nc2N)cc1 | u | 4% | 24 | 37%[activator] | -3 | 128%[activator]
Brc1ccccc1-c1nnc(CSc2nnc3sc4ccccc4n23)o1 | -6% | 7% | -6 | -15% | -1 | -33%
CCOC(=O)C1C(c2cc(OC)c(OC)c(OC)c2)NC(=S)NC1(O)C(F)(F)F (stereo unspecified) | 0% | -9% | -13 | 0% | 7 | 13%
Cc1cccc(NC(=O)c2sccc2-n2cccc2)c1C | -7% | -5% | -3 | 6% | -1 | -2%
Cc1cc(/C=N/NC(=O)C(=O)NCc2ccccn2)c(C)n1-c1ccccc1 | 6% | -12% | 46* | 29% | 28* | 18%
CCCn1nc(C(=O)NCCc2ccc(S(N)(=O)=O)cc2)c2ccccc2c1=O | 6% | 1% | 31 | -4% | -5 | -25%
COC(=O)C1=C(c2ccc(OC(F)(F)F)cc2)C[C@@H]2CC[C@H]1N2C(=O)NCc1ccc(F)cc1 | u | x | x | u | x | u
S=C(NCCC(c1ccccc1)c1ccccc1)Nc1ccccc1Cl | -6% | 1% | -8 | u | -2 | 4.7µM*
CN(C)C(=O)[C@@H]1C[C@H]1[C@@H](NC(=O)OCc1ccccc1)c1ccccc1 | -11%[8.37 µM] | 6%&0% | -3 | 1% | 0 | -19%
Cc1ccccc1C(=O)N(C)Cc1ccccc1 | 8% | 2% | -5 | -7% | -4 | 42%[activator]
COc1ccc(C(=O)NCc2ccccc2CN2CCCC2)cc1S(=O)(=O)N1CCOCC1 | 17% | x | x | 7% | x | u

Shown with values under each structure: part of the list above
Second line of a record: HCV inh	FBPA Giardia inh	Shiga inhibitor	Pf growth 48h	CHX counter	Pf growth 96h
S=C(NCCC(c1ccccc1)c1ccccc1)Nc1ccccc1Cl
  -6%	1%	-8	u	-2	4.7µM*
Cc1ccccc1C(=O)N(C)Cc1ccccc1
  8%	2%	-5	-7%	-4	42%[activator]
Cc1cccc(NC(=O)c2sccc2-n2cccc2)c1C
  -7%	-5%	-3	6%	-1	-2%
CCOC(=O)C1C(c2cc(OC)c(OC)c(OC)c2)NC(=S)NC1(O)C(F)(F)F (stereo unspecified)
  0%	-9%	-13	0%	7	13%
CCCn1nc(C(=O)NCCc2ccc(S(N)(=O)=O)cc2)c2ccccc2c1=O
  6%	1%	31	-4%	-5	-25%

(list continues)
SMILES | HCV inh | FBPA Giardia inh | Shiga inhibitor | Pf growth 48h | CHX counter | Pf growth 96h
CC1(C)CC(=O)C2=C(C1)Nc1ccccc1N=C2 | -4% | u | 85* | 136%[activator] | 50* | u
N#CCC(=O)Nc1ccc(C(=O)Nc2ccc3c(c2)OCO3)cc1 | u | x | x | u | x | -109%
COc1ccc(OC)c2sc(NC(=O)C(C)C)nc12 | 7.9µM* | -24% | 8 | 10% | 13 | 1%
C=CCNC(=O)c1onc(CSc2cccc(C)c2)c1C(=O)O | -9%[8.37 µM] | 11% | -6 | 48%[activator] | -3 | 32%[activator]
CCCc1cc(N2CCN(c3ccccn3)CC2)n2nc(C)c(-c3ccccc3)c2n1 | u | -5% | -17 | x | -1 | u
Cc1oc(-c2ccccc2)nc1C(=O)N1CCN(c2ccc(F)cc2)CC1 | 18% | 0% | -3 | 405%[activator] | -4 | 34%[activator]
COc1cccc(C2C3=C(N=c4s/c(=C\c5ccccc5O)c(=O)n42)c2ccccc2CC3)c1OC (stereo unspecified) | x | -5% | 20 | 1.9µM* | -2 | 2.9µM*
Cc1cc2ccccc2c(=O)n1CC(=O)NCC(=O)N(C)C1CCCCC1 | u | -4% | -5 | x | 2 | x
N=C1SC(CC(=O)Nc2ccc([N+](=O)[O-])cc2)C(=O)N1c1ccccc1 (stereo unspecified) | -10% | 3% | -6 | u | -2 | u
Cc1ccc(S(=O)(=O)N/N=C/c2cccc(OC3CSC3)c2)cc1 | 7% | -8% | -10 | -3% | -2 | -14%
CC1CCCCN1S(=O)(=O)c1ccc(-n2cnnn2)cc1 (stereo unspecified) | 15% | 5% | -10 | 14% | -1 | -2%
CC(C)(C)C(=O)O/N=C1\CCS(=O)(=O)c2sccc21 | 16% | 2% | -13 | 12% | 1 | 21%
Cc1occc1C(=O)NNC(=O)Nc1ccc(Cl)c(Cl)c1 | 3% | 6% | 22 | 9% | 13* | u
N#Cc1ccc(CO/N=C/c2ccccc2)cc1 | -5% | 2% | 76* | 231%[activator] | 41* | 67%[activator]
